# Bioassay records deposited in PubChem by several laboratories.
# Anthrax LF inh2: blocks Bacillus anthracis lethal factor protease; 0.12% of 360,000 active; inhibition, % at 10 µM; multiplex microsphere protease cleavage assay, LF; P15917; note: plate controls were buffer without enzyme for full effect and enzyme alone for no effect
# Target sequence (P15917 whole entry, looked up): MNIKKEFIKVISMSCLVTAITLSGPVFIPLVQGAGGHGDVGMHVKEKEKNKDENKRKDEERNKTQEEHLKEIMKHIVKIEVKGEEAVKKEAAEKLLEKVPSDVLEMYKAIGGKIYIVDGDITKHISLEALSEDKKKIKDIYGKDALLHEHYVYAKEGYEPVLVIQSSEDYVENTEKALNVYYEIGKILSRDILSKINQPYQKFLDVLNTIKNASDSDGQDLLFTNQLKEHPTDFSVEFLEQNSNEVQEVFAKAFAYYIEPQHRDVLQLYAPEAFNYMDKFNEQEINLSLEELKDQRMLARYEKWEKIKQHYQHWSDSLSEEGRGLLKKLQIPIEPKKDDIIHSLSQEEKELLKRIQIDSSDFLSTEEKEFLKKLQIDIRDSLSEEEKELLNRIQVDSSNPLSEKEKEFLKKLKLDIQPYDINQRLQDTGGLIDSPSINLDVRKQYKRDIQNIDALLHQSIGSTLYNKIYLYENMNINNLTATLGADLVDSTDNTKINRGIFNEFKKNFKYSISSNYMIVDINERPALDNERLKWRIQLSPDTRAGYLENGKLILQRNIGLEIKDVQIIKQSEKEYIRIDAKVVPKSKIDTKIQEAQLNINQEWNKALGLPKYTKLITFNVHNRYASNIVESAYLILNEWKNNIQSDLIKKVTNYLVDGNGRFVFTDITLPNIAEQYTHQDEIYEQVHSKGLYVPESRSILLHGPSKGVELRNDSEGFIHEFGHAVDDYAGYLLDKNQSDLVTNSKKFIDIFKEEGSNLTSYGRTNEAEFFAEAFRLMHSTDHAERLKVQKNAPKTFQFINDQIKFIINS
# CCHF vOTU inh: blocks the CCHF virus ovarian tumor domain protease | CCHFV vOTU protease, Pep-AMC fluorescence | AID 651958 | 0.55% of 370,000 active | inhibition, % at 11.5 µM; in the data active = inhibition above about 30%; note: 0% = vehicle wells with enzyme and 100% = no enzyme wells
# SSB-PriA inh: K. pneumoniae PriA-SSBct interaction inhibition; 0.6% of 430,000 active; AlphaScreen SSBct-PriA binding, biotinylated peptide; AID 1272365; inhibition, % at 33 µM; in the data active = inhibition mostly above about 37%, no sharp cut-off; inactive = mostly below about 20%;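 note: plate controls were negative control peptide for no effect and reference peptide for full effect; strong numbers were not always called active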
# PfHsp40 rescue: compounds rescuing yeast from Plasmodium falciparum HSP40 toxicity; AID 504582; 0.68% of 340,000 active; growth rescue, % at 12.5 µM; S. cerevisiae expressing PfHsp40, growth rescue, ATP luminescence; in the data active = growth rescue above about 28%, passing the limit was not always enough; inconclusive = no clear call, values can overlap the other calls;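 note: yeast W303a lacking pdr1 and pdr3 grown in galactose medium; growth measured after three days at 30 °C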
# DUSP3 inh: blocks human VHR1 dual specificity phosphatase; recombinant VHR phosphatase, pNPP absorbance; inhibition, % at 13.3 µM; 0.52% of 290,000 active; in the data active = inhibition above about 50%; note: some compounds called inactive have numbers as strong as hits
# Target sequence (P51452 whole entry, looked up): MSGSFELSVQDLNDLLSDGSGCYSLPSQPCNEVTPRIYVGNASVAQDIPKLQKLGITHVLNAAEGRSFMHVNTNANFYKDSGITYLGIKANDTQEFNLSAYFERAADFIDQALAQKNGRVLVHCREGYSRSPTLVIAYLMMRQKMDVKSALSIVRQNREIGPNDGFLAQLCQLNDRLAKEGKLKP
# SARS 3CLpro inh: SARS-CoV 3CLpro protease inhibition. P0C6X7. recombinant SARS-CoV 3CLpro, quenched FRET peptide cleavage. inhibition, % at 6 µM. 0.14% of 290,000 active. AID 1706; in the data active = inhibition above about 12%
# Yp Topo-I inh: Y. pestis Topo-I inhibition via cleavage products. Y. pestis Topo-I cleavage product accumulation, plate reader. activity, % at 10 µM. 0.064% of 360,000 active; in the data active = activity above about 50%, passing the limit was not always enough; inconclusive = no clear call, values can overlap the other calls; note: inactives centre near 2
# Vc quorum ag: inducers of Vibrio cholerae quorum light production without autoinducers. V. cholerae BH1578 lux reporter, luminescence, 6 h. activation, % at 18.7 µM. 0.16% of 350,000 active. AID 588436; in the data active = activation mostly above about 9.7%, no sharp cut-off; inconclusive = no clear call, values can overlap the other calls; inactive = mostly below about 3.7%; note: not every result past the cut was called active; inactives centre near 0; reference of the scale not given here
# TcdB inh: inhibitors of Clostridioides difficile toxin B glycohydrolase | TcdB glycohydrolase enzymatic assay, plate reader | 0.24% of 350,000 active | AID 652162 | inhibition, % at 9.99 µM | P18177; in the data active = inhibition above about 10%
# BoNT-A LC inh2: inhibitors of Botulinum neurotoxin A light chain protease. multiplex microsphere protease substrate cleavage, flow cytometry. 0.17% of 360,000 active. inhibition, % at 10 µM; note: plate controls were buffer without enzyme for full effect and enzyme alone for no effect
# Numbers without * were called inactive; i = inactive; ? = inconclusive; . = not tested or not shown; & = joins results of further samples. Cut-off read from the data, not from the text of the source, unless noted: active = inhibition above about 30%; inconclusive = no clear call, values can overlap the other calls; inactive = below that. The list is partial; count on the stated rates, not on these rows.
Molecule,Anthrax LF inh2,CCHF vOTU inh,SSB-PriA inh,PfHsp40 rescue,DUSP3 inh,SARS 3CLpro inh,Yp Topo-I inh,Vc quorum ag,TcdB inh,BoNT-A LC inh2
CCC(C)(C)n1nnnc1C(c1ccncc1)N1CCC(C)CC1 (stereo not given),-4,-8,-8,-1.5,0,-3,-2,i,.,-0.2
CCn1cc(CCC(=O)NC2CCCC2)c2ccccc21,-4,4,7,2.0,5,-4,3,-6.2,0.2,-0.9
CN(CC(=O)Nc1cccc(S(=O)(=O)NC2=NCCCCC2)c1)Cc1ccc(C(C)(C)C)cc1,-5,20,-13,-0.5,34,4,-5,i,0.9,1.4
CN(C)CCNC(=O)C(=O)NCC1OCCN1S(=O)(=O)c1ccc([N+](=O)[O-])cc1 (stereo not given),-3,-14,1,-0.5,4,-1,-9,-0.4,-0.1,-0.2
O=C(Nc1nc(-c2ccccc2)cs1)c1cccs1,-4,6,-10,10,12,-2,-11,i,.,-0.1
CCC(C)NC(=O)CN(c1ccc(Cl)c(Cl)c1)S(C)(=O)=O (stereo not given),-4,-3,-2,-0.9,22,3,-9,2.0,0.5,-1.1
CCOC(=O)c1c(NC(=O)c2ccn(CC)n2)sc2c1CCCC2,-11,7,-13,3.0,8,-16,11,i,.,-1.5
Cc1ccc(CNC(=O)C2CCN(S(=O)(=O)N3CCCC3)CC2)cc1,0,-6,1,-1.1,40,-2,0,i,1.7,-2.8
CN1CCC/C1=C/C=C1\SC(=S)NC1=O,-2,40*,-1,2.9,0,-9,3,i,-11,0.4
O=C(NCCN1CCC(n2c(=O)[nH]c3ccccc32)CC1)c1ccc(F)c(F)c1,-1,-5,.,.,.,.,.,.,1.0,0.2
COc1cc(C(=O)NC(=S)N2CCN(C)CC2)cc(OC)c1OC,0,6,-7,0.2,.,.,3,i,0.2,-0.4
COc1ccc(S(=O)(=O)n2nc(OC(=O)c3ccccc3)cc2N)cc1,2,9,3,12,3,5,20,2.9,.,-0.5
CC(C)Oc1ccc2c(c1)OC(c1ccccc1)(C(F)(F)F)NC2=O (stereo not given),-6,18,-8,-0.6,-7,3,10,-0.7,.,0.0
O=C(NCc1cc(C(F)(F)F)ccc1Cl)c1cccc2c1C(=O)c1ccc(N3CCCCC3)cc1S2(=O)=O,-4,3,-13,-1.4,.,.,6,i,1.1,3.6
Cc1ccc(C(O)P(=O)(OC(C)C)c2ccc(N(C)C)cc2)cc1 (stereo not given),0,-6,-15,.,-7,4,-3,i,-2.8,0.5
CC(C)Cc1nnc(NC(=O)Cc2cccs2)s1,-8,2,-5,-0.3,20,-4,23,-0.4,1.0,-1.9
COc1cc(OC)c(NC(=O)c2cc3ccccc3cc2O)cc1Cl,4,10,1,4.4,.,.,1,3.3,2.0,0.2
C#CCOCCOCCOCCNc1nc(N2CCN(C(=O)CCCCCCCCCCNC(=O)Cn3cc(CCCCCN)nn3)CC2)nc(N2CCN(C(=O)CCCCCCCCCCNC(=O)Cn3cc(CCCCCN)nn3)CC2)n1,-8,.,12,17,.,.,4,i,.,-0.6
CCCCn1nc2cc(C(=O)NCc3cc(C(F)(F)F)cc(C(F)(F)F)c3)ccc2c1OCC,-11,16,-18,-0.5,9,6,-3,1.2,-0.2,0.4
Cn1nc(C(F)(F)F)cc1C(=O)O,10,-13,-5,-0.8,18,4,7,0.3,1.0,0.2
CN(Cc1ccccc1)C(=O)c1ccc(Cc2cn(C)c3ccccc23)nc1,-5,8,.,.,.,.,25,-2.0,-1.8,0.0
CN(C)c1ccc(N/C=C/C(=O)c2ccccc2)cc1,-5,60*,34,-0.6,-15,0,-1,-0.3,.,0.1
COC(=O)CSc1nnc(C)n1-c1ccc(C)cc1,-4,3,-10,1.4,22,4,-7,i,.,-0.7
C#CCN(C[C@H]1[C@H](OC(=O)NCC2CCCCC2)[C@H](OC(=O)NCC2CCCCC2)C[C@H]2C(=O)N(c3ccccc3)C(=O)[C@@H]12)S(=O)(=O)c1ccc(C)cc1,-1,14,.,.,.,.,5,-1.1,1.0,-0.5
CC(C)NC(=S)NNc1nc2ccccc2s1,-6,12,6,-1.4,13,3,1,-0.7,-1.8,-0.2
O=C1CN(c2nc(-c3cccnc3)nc3scc(-c4ccccc4)c23)CCN1,-3,8,3,-1.5,9,2,-7,-0.3,2.5,2.3
COC(=O)c1ccc(CSc2ccccc2NC(=S)Nc2cccc(SC)c2)o1,0,15,.,.,.,.,31,-5.0,1.5,-0.5
COc1cccc(N2CCN(C(=S)Nc3ccc(C)cc3C)CC2)c1,-4,-11,3,0.5,-3,-1,1,-2.4,1.1,2.9
O=C(NCc1cccnc1)c1cc(-c2cccs2)on1,2,0,-5,-0.8,13,-4,9,1.0,.,-0.1
O=C(O)Cn1c(SCc2ccccc2)nc2ccccc21,-2,-12,2,-0.1,7,-3,2,i,.,-0.2

# 3 compounds picked at random from those above, as already listed:
Molecule,Anthrax LF inh2,CCHF vOTU inh,SSB-PriA inh,PfHsp40 rescue,DUSP3 inh,SARS 3CLpro inh,Yp Topo-I inh,Vc quorum ag,TcdB inh,BoNT-A LC inh2
COC(=O)c1ccc(CSc2ccccc2NC(=S)Nc2cccc(SC)c2)o1,0,15,.,.,.,.,31,-5.0,1.5,-0.5
CCn1cc(CCC(=O)NC2CCCC2)c2ccccc21,-4,4,7,2.0,5,-4,3,-6.2,0.2,-0.9
CN(C)c1ccc(N/C=C/C(=O)c2ccccc2)cc1,-5,60*,34,-0.6,-15,0,-1,-0.3,.,0.1

# Additional records follow.
Molecule,Anthrax LF inh2,CCHF vOTU inh,SSB-PriA inh,PfHsp40 rescue,DUSP3 inh,SARS 3CLpro inh,Yp Topo-I inh,Vc quorum ag,TcdB inh,BoNT-A LC inh2
CN(C(=S)NC(=O)C1CCCC1)c1ccccc1,-8,-7,.,.,.,.,3,i,1.2,0.2
CN(C)c1ccc(NC(=O)C[n+]2ccccc2)cc1,6,-16,1,0.8,-15,-5,3,i,-41,-0.7
O=C(/C=C/c1ccco1)NC(=S)Nc1ccccc1Br,.,-2,-1,6.6,1,7,-3,-0.9,0.1,.
CC1CN(C(=O)CCNC(=O)c2ccccc2Cl)CC(C)O1 (stereo not given),.,-3,3,0.9,12,0,1,0.3,-0.9,.
Cc1c(NC(=O)CN2C(=O)c3cccc4cccc2c34)c(=O)n(-c2ccccc2)n1C,-4,0,-8,-0.8,0,0,-7,-3.6,.,-0.1
O=C(O)CCC(=O)N1N=C(c2cccs2)CC1c1cccc([N+](=O)[O-])c1 (stereo not given),7,-6,9,-0.6,13,4,6,-0.2,1.0,-0.9
CC1(C)CC(=O)C(C(=O)c2ccccc2)C(=O)C1,-2,7,-7,0.7,26,3,4,-0.2,5.9,-0.3
O=C(CCl)Nc1cccc(CP(=O)(c2ccccc2)c2ccccc2)c1,?,-9,-3,-1.5,8,4,-2,0.3,0.6,-1.4
Cc1cc(/C=C2\SC(=S)NC2=O)c(C)n1-c1cccc(O)c1,-5,23,2,240*,13,3,-6,3.2,0.7,-0.6
COc1cc(CNCc2ccc(SC)cc2)cc(OC)c1,-1,-5,0,0.1,5,3,5,-0.6,-0.1,-0.2
Cc1ccc(-c2cc(C(=O)OCC(=O)Nc3cc(C)on3)c3ccccc3n2)c(C)c1,0,2,-14,-0.8,3,1,-2,-0.3,.,0.8
COc1ccccc1NC(=O)Nc1nc(CC(=O)N2CCN(c3ccccc3)CC2)cs1,.,-13,-6,0.3,.,.,20,-5.3,0.9,.
COc1ccc(-c2cc(C(=O)NC(C(=O)O)C(C)C)c(C)o2)cc1OC (stereo not given),-3,-15,-25,0.5,19,-2,-4,0.0,.,-0.3
CCCCCCn1c(=O)n2n(c1=O)[C@@H]1CN(S(=O)(=O)c3ccc(C)cc3)C[C@]1(O)[C@@H](OC(=O)NCc1ccco1)C2,5,12,.,.,.,.,24,-0.2,2.8,-0.8
COc1cc2[nH]c(=O)n(CCCCCC(=O)N3CC=C(c4ccccc4)CC3)c(=O)c2cc1OC,-3,-4,-4,0.7,12,0,-1,-0.5,.,0.2
CCN(CC)CCN(Cc1cc2cc3c(cc2[nH]c1=O)OCO3)C(=S)NCc1ccco1,-12,-48,-3,0.4,8,3,7,-0.1,-0.6,-0.1
CCOC(=O)c1ccc2[nH]c(C)c(CCC(C)=O)c(=O)c2c1,0,-27,-3,6.0,-2,-1,-1,4.3,.,0.0
CCCN(CCC)C(=O)CC(c1ccccc1)c1cc(C)ccc1O (stereo not given),-5,-1,-4,0.5,6,6,?,-7.0,2.3,-0.9
COc1ccccc1NCC(=O)Nc1cc(S(=O)(=O)N2CCOCC2)ccc1N1CCOCC1,-2,-7,5,-1.2,18,-1,14,i,1.1,-1.1
O=S(=O)(c1ccc2c(c1)OCCO2)N1CCC(n2nnc3cc(F)ccc32)CC1,0,15,-7,0.9,22,1,16,0.3,.,0.1
COc1ccc(C2CC(c3ccccc3)=NN2c2ccc(/C=N/NC(=O)c3ccncc3)cc2)cc1 (stereo not given),-3,-6,.,0.3,29,-8,-2,6.7,.,-1.2
COc1cccc(C2/C(=C(/O)c3ccccc3)C(=O)C(=O)N2Cc2ccco2)c1 (stereo not given),.,-8,.,1.4,-29,0,-4,-0.1,9.6,.
Cc1ccc2c(c1)C=CC(C)(C)S2(=O)=O,-5,0,-5,-1.2,-2,2,4,-0.4,-2.6,-0.2
Cc1cc(NC(=S)NC(=O)c2ccccc2)ccc1-c1cc2ccccc2oc1=O,3,-12,-13,-0.7,2,-1,8,-0.7,-4.1,-0.1
C[C@H](CO)N1C[C@H](C)[C@@H](CN(C)Cc2cccc3c2OCCCO3)OCc2cnnn2CCCC1=O,0,11,.,.,.,.,0,3.9,1.4&-0.8,-0.2
COc1ccc(S(=O)(=O)N(CCc2ccccc2)CC(N)=O)cc1,-6,-5,-9,104*,8,1,3,i,0.4,-1.6
CC(O)(c1ccc(F)c(F)c1)c1nc(-c2cccc(C(=O)O)c2)cs1 (stereo not given),0,7,.,.,.,.,4,i,1.1,-0.4
COc1ccc(-c2[nH]ncc2CN2CCC(N3CCSCC3)CC2)cc1F,-3,-3,-3,?,8,-1,17,i,1.3,-0.4
COCCn1c(SCC(=O)N2CCCCC2)nc2c(c1=O)SC(C)C2 (stereo not given),-4,13,5,-0.8,21,2,4,i,0.1,1.2
CC1(c2ccc(OC(F)F)cc2)NC(=O)N(CC(=O)Nc2cccc(S(N)(=O)=O)c2)C1=O (stereo not given),-2,-14,3,0.0,19,2,-4,0.4,0.8,-0.9
CSC(=S)N/N=C/c1ccccc1,-3,4,.,257*,23,5,-2,8.3,0.4,-0.9
CCN(CC)S(=O)(=O)c1ccc(NC(=O)CSc2cccc[n+]2[O-])cc1,-3,.,-13,0.6,52*,0,-11,i,-0.1,-0.8
CCC1(c2ccc(F)cc2)NC(=O)N(CC(=O)NCc2ccccc2Cl)C1=O (stereo not given),-7,-3,-11,1.9,.,-3,4,-0.1,1.2,-1.8
O=C(O)c1ccccc1NS(=O)(=O)c1cccc2cccnc12,8,21,-6,-1.0,12,-2,0,i,.,-0.3
CCc1ccc(NC(=O)CC2C(=O)NCCN2C(=S)Nc2ccccc2)cc1 (stereo not given),-3,-14,-10,-0.9,5,6,-7,-0.8,.,-1.0
CCCCOCCCNC(=O)c1ccc([N+](=O)[O-])c(C)c1,1,-6,-15,-1.4,1,-1,-3,i,-2.0,0.0
